BL2 CD40 inh: CD40 pathway inhibition in BL2 cells; BL2 NF-kB luciferase reporter, CD40L-induced, 4 h; inhibition, % at 10 µM; 83,000 tested, 0.94% active;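 active = mean inhibition of at least 50% with a set share of replicates also reaching that level; inconclusive = no clear call, values can overlap the other calls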;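 also: 0% = neutral control wells and 100% = IKK inhibitor VII at 50 µM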
Starred values were filed as active, the others as inactive; ? = inconclusive; [ ] = remark or other dose. Only part of the results is shown; rates above refer to the full screens.

canonical_smiles	BL2 CD40 inh
Cc1cc2cc(CNC(=O)c3cccs3)ccc2n1C	-16
Cc1nn(C)cc1NC(=O)C[C@@H]1CC[C@@H]2[C@@H](COc3ccc(NC(=O)C4CCOCC4)cc3C(=O)N2C)O1	-11[25 µM]
COc1ccc(NC(=O)CN(C)C(=O)C2CC(=O)N(Cc3ccc(C)cc3)C2)cc1 (stereo not drawn)	4
Nc1c(C(=O)CSc2nnc(COc3ccc(Cl)cc3)o2)c(=O)[nH]c(=O)n1C1CC1	6
O=C1c2[nH]c(=O)[nH]c(=O)c2CN1Cc1ccccc1	-1
COCC(=O)Nc1ccc2c(c1)OC[C@H](C)N(C)C[C@H](C)[C@@H](OC)CN(C)C2=O	1[25 µM]
COc1ccc(N(C)S(=O)(=O)c2ccc3c(c2)CCC(=O)N3)cc1	10
CCCC(NC(=O)c1ccc(Br)o1)c1nc2ccccc2[nH]1 (stereo not drawn)	9
C[C@H]1CCCCO[C@H](CN(C)Cc2ccc(C(F)(F)F)cc2)[C@@H](C)CN([C@@H](C)CO)C(=O)c2cc(NC(=O)Cc3ccccc3)ccc2O1	38
CN1CCN(C(=O)C23CC4CC(C2)CC(c2ccccc2)(C4)C3)CC1	-1
CCN(c1ccccc1)S(=O)(=O)c1ccc(Oc2ccc(-n3ccnc3)cc2)nc1	21
c1ccc(-c2nnc(CSc3nc4ccccc4[nH]3)o2)cc1	2
Cc1ccc(NC(=O)c2oc3ccc(S(=O)(=O)N4CCOCC4)cc3c2C)c(C)c1	-11
CC1(C2CC2)NC(=O)N(CC(=O)Nc2ccccc2-c2ccccc2)C1=O (stereo not drawn)	17
C[C@@H]1CN([C@H](C)CO)C(=O)c2c(c3ccccc3n2C)-c2ccccc2CO[C@@H]1CN(C)S(=O)(=O)Cc1ccccc1	12
CC(C)c1ccc(C(=O)NCCCNC(=O)c2cnccn2)cc1	5
CC1(C)Cc2cccc(OCC(=O)N3CCN(c4ccccc4)CC3)c2O1	8
COc1ccccc1N1CCN(C(=O)c2cc(S(=O)(=O)N3CCOCC3)ccc2C)CC1	8
CN(C)S(=O)(=O)c1cccc(NC(=O)c2ccc(S(=O)(=O)N3CCCC3)cc2)c1	-6
CC(=O)c1ccc(NC(=O)CCc2nc3sc4c(c3c(=O)[nH]2)CCCC4)cc1	10
c1ccc(-n2nnnc2NC2CCCCC2)cc1	-8
CC(=O)c1cccc(S(=O)(=O)N2CCN(c3ccccc3F)CC2)c1	7
O=C(Cc1cn2ccsc2n1)Nc1cccc2cnccc12	10
COc1ccc2c([N+](=O)[O-])c(N3CCCC3)[nH]c2c1	-70
CC(C)Oc1ccc(S(=O)(=O)N2CCOCC2)cc1NC(=O)Cc1cccs1	12
CSCCC1NC(=O)N(CC(=O)Nc2cccc(S(=O)(=O)N3CCCCCC3)c2)C1=O (stereo not drawn)	2
CCN1CCC2(CCN(Cc3cn[nH]c3-c3ccc(OC)c(F)c3)C2)C1 (stereo not drawn)	-6
COc1ccc(NC2CCCN(C(=O)Cn3ccc(C)n3)C2)cc1OC (stereo not drawn)	2
CC(=O)Nc1ccccc1C(F)(F)F	3
COCC#Cc1ccc([C@H]2[C@H]3CN(S(=O)(=O)c4ccccc4F)CCCCN3[C@H]2CO)cc1	-4[25 µM]
O=C(CC(=O)Nc1ccccn1)Nc1ccccn1	8
O=C(Nc1ccccc1)Nc1ccc2ocnc2c1	-106
COc1ccc(N2CS(=O)CC2=O)cc1 (stereo not drawn)	4
COc1ccc(C2(c3ccc(OC)cc3)NC(=O)N(CC(=O)NCC(C)c3ccccc3)C2=O)cc1 (stereo not drawn)	3
COCCNC(=S)Nc1ccccn1	11
O=C(c1ccc2c(c1)OCO2)N1CCN(S(=O)(=O)N2CCCCC2)CC1	5
CC(=O)Nc1ccc2nc(CN3CCN(CC(C)C)C(CCO)C3)ccc2c1 (stereo not drawn)	-2
CC(C)CCNC(=O)c1ccc(OC2CCN(S(=O)(=O)N(C)C)CC2)cc1	-31
N#C[C@@H]1[C@H](c2ccccc2-c2cccc(F)c2)[C@H](CO)N1C(=O)Nc1cc(F)ccc1F	31[25 µM]
CN(C)CCOC(=O)CC12CC3CC(C1)CC(CC(=O)OCCN(C)C)(C3)C2	0
O=C(CCn1c(=O)oc2ccccc21)N1CCc2ccccc21	-10
COc1ccc(C)cc1N(CC(=O)Nc1cccnc1)S(=O)(=O)c1ccc(C)cc1	11
Nc1c2c(nc3sc4c(c13)CCCC4)CCCCCC2	-29
O=S(=O)(Nc1cccc2ccccc12)c1cccs1	-6
COC(=O)C[C@@H]1C[C@@H]2c3cc(NC(=O)Nc4ccccc4)ccc3O[C@@H]2[C@@H](CO)O1	0[25 µM]
O=C(Nc1cccc(F)c1)N1[C@@H]2CNC[C@H]1C2c1ccc(-c2ccncc2)cc1 (stereo partly drawn)	-4
CC(C)CC(N)c1csc(Nc2ccc(C(=O)c3ccccc3)cc2)n1 (stereo not drawn)	19
CC(=O)NC(CC(=O)NC12CC3CC(CC(C3)C1)C2)c1ccccc1 (stereo not drawn)	7
CCCCCCC(=O)c1c(C)[nH]c(C(=O)OCC)c1C	-29
O=S(=O)(CCc1nc2ccccc2[nH]1)c1ccc(Cl)cc1	-1

(continued)
canonical_smiles	BL2 CD40 inh
CCCC#Cc1ccc([C@@H]2[C@@H](CO)N3CCCCN(S(C)(=O)=O)C[C@@H]23)cc1	-2[25 µM]
CN(C)c1ccc(C(=O)OCC(=O)Nc2cccc(S(=O)(=O)N3CCCC3)c2)cc1	-24
CN(C)/C=N/c1sc2c(c1C#N)CCCC2	-53
C/C=C/c1ccc([C@H]2[C@H]3CN(CCC(F)(F)F)CCCCN3[C@H]2CO)cc1	2[25 µM]
CCNc1nc(NCC)n2c(SCC(=O)Nc3ccc(NC(C)=O)cc3)nnc2n1	-9
CCn1ccc(-c2ccccc2)c(C#N)c1=O	3
COC(=O)c1ccccc1NC(=O)CC#N	4
c1ccc(CNc2nnnn2-c2ccccc2)cc1	5
CN(C)/C=N/S(=O)(=O)c1ccc(Cl)c(Cl)c1	6
CC(C)NC(=O)c1ccc(COCC(F)(F)C(F)F)cc1	-7
O=C(Nc1ncccn1)c1ccc([N+](=O)[O-])cc1	7
CC(CNC(=O)CN(C)CC(=O)Nc1ccccc1Br)c1ccccc1 (stereo not drawn)	-5
O=C1c2ccccc2CCC1CNCCc1ccc(O)cc1 (stereo not drawn)	91*[25 µM]
CC(C)N1CCN(S(=O)(=O)c2ccccc2)c2ccccc21	-9
COC(=O)Nc1cc([N+](=O)[O-])ccc1OC	-22
COc1ccc(-c2ccc3c(c2)[C@H]2[C@H](CCN2C(=O)c2ccc4c(c2)OCO4)[C@@H](CO)N3)cc1	-9[25 µM]
O=C(Nc1ccc(S(=O)(=O)N2CCCCC2)cc1)C1CC(=O)N(Cc2ccccc2)C1 (stereo not drawn)	4
O=C(CCNC(=O)c1ccccc1Cl)NNC(=O)c1ccccc1O	1
CCCCN1C(=O)C(=O)N(CC(=O)c2ccc[nH]2)C1=O	-2
COc1ccccc1CNC(=O)C[C@H]1C[C@H]2c3cc(NC(=O)Nc4ccccc4F)ccc3O[C@H]2[C@@H](CO)O1	-2[25 µM]
CC(NC(=O)c1ccc(CS(C)(=O)=O)cc1)c1ccc(-n2ccnc2)cc1 (stereo not drawn)	9
COc1ccccc1/C=N/NC(=O)CC(=O)NC1CCCCC1	2
Cc1cccc2c(=O)n3c(nc12)CCCCC3	1
Cc1nc(CCNS(=O)(=O)c2cccs2)cs1	6
COc1ccc(S(=O)(=O)NC(=O)C2(C)CCN2C(=O)C2CCCCC2)cc1OC (stereo not drawn)	4

(cont.)
compound	BL2 CD40 inh
CCOC(=O)c1c(C)oc2cc(Br)c(OC(C)C(=O)OCC)cc12 (stereo not drawn)	-4
O=C(NCCCN1CCCC1=O)C1CCN(S(=O)(=O)c2ccc(F)cc2)CC1	13
O=C(O)CC(c1cccc2ccccc12)n1cccc1 (stereo not drawn)	8
COCC(=O)N1CC2(CN(Cc3ccccc3)C2)c2c(n(C)c3cc(OC)ccc23)[C@H]1CO	-2[25 µM]
COc1ccc2c3c(n(C)c2c1)[C@@H](CO)N(C(=O)C1CCOCC1)CC31CN(C(=O)Nc2cccc(F)c2)C1	-6[25 µM]
CC1(C(=O)NCCC(F)(F)F)Cc2c(-c3cccc(C(N)=O)c3)ccnc2O1 (stereo not drawn)	-23
O=C(N/N=C/c1ccc2c(c1)OCO2)C(=O)Nc1ccc2ccccc2c1	0
Cn1c(COc2cccc3cccnc23)nnc1SCC(=O)O	2
COc1ccc(OC)c(CN2CCCC(CCC(=O)N(C)CCc3ccccn3)C2)c1 (stereo not drawn)	0
COCCn1c(=O)[nH]c2cc(C(=O)NCCc3ccc(OC)c(OC)c3)ccc2c1=O	21
O=C(N[C@H]1CC[C@H](CCn2cc(C3(O)CCCC3)nn2)O[C@@H]1CO)C1CCCC1	1
CCOC(=O)c1c(NC(=O)c2ccco2)sc(C(=O)N2CCCC2)c1C	7
CCOC(=O)c1sc(=S)n(-c2ccccc2Cl)c1SC	12
CCc1ccc(NC(=O)CSc2nc(=O)n3cc(C)ccc3n2)cc1	-8
O=C1c2ccccc2NC(c2ccncc2)N1c1ccccn1 (stereo not drawn)	0
O=C(O)C1CCN(C(=O)c2cccc3ccccc23)CC1	7
COc1ccc2oc(C(=O)OCC(=O)N(Cc3ccccc3)C(C)C)c(C)c2c1	3
CCC(NC(=O)NCc1ccccc1)(C(F)(F)F)C(F)(F)F	23
CCCCN(C(=O)CCNC(=O)NC12CC3CC(CC(C3)C1)C2)c1c(N)n(CCC)c(=O)[nH]c1=O	1
O=C(CCc1nc2ccccc2c(=O)[nH]1)Nc1nc(-c2cccs2)cs1	14
Cc1ccc2c(c1)N(S(=O)(=O)c1ccc3c(c1)NC(=O)CC(=O)N3)CCO2	8
COc1ccccc1CCNC(=O)c1ccccc1SCC(=O)N1CCCC1	0
COc1cc(CNCc2ccc(OC)c(OC)c2OC)cc(OC)c1	?
Cc1ccc(S(=O)(=O)N2CCN(C(=O)c3cc(S(=O)(=O)N4CCOCC4)ccc3Cl)CC2)c(C)c1	-21
CC1CCN(C(=O)CCCC(=O)N2CCC(C)CC2)CC1	2
COc1cc(NC(=O)CSc2nc3[nH]ncc3c(=O)n2-c2ccccc2)cc(OC)c1OC	1
COc1cccc(-c2ccc3n(c2=O)C[C@H]2[C@H](CO)[C@@H](C(=O)N(C)C)[C@@H]3N2C(=O)c2ccccn2)c1	-3[25 µM]
Cc1cccc(C(=O)NCC(=O)NCC2COc3ccccc3O2)c1 (stereo not drawn)	8
CO/N=C/CC(=O)c1ccc(OC)cc1	-2
O=C(O)c1cc(-c2ccc(N3CCOCC3)cc2)nn1-c1ccc(F)cc1	1
Cn1c(N)c(C(=O)COC(=O)C2CCCN2C(=O)c2cccs2)c(=O)n(C)c1=O (stereo not drawn)	18
CCOc1ccc(S(=O)(=O)N2CCCC2)c2ccccc12	-5
CCOc1ccc(CNC(=O)NS(=O)(=O)c2ccc(OC)cc2)cc1	2
O=C(Nc1ccc2c(c1)[C@H]1C[C@H](CC(=O)N3CCOCC3)O[C@H](CO)[C@H]1O2)NC1CCCCC1	2
O=C(CSc1nnc(-c2ccc([N+](=O)[O-])cc2)o1)Nc1ccccn1	-48
CCOc1ccc(NS(=O)(=O)c2ccc(C(=O)NC3CCC(O)CC3)cc2)cc1 (stereo not drawn)	3
CC(C)OC(=O)CCC(=O)Nc1nc2ccccc2s1	-42
NC(=O)COC(=O)CC1CC2CCC1C2 (stereo not drawn)	14
CC(=O)c1ccc(S(=O)(=O)NCCC(=O)OC(C)C(=O)Nc2ccc(F)cc2)cc1 (stereo not drawn)	-5
Cc1ccc(S(=O)(=O)N(CC(=O)Nc2ccc(C(N)=O)cc2)C(=O)N2CCN(C)CC2)cc1	6
O=C(NCc1ccco1)c1c(O)c2cccc3c2n(c1=O)CCC3	10
CC12CCC(=O)N1C(C(=O)N1CCN(S(=O)(=O)c3ccc(F)c(F)c3)CC1)CS2 (stereo not drawn)	5
O=C(N[C@H]1CC[C@H](CCn2cc(C3CCCC3)nn2)O[C@H]1CO)c1cccnc1	13
O=C(Nc1ccc2c(c1)OCO2)N1CCN(c2ncccn2)CC1	-16
C#CCOC(=O)CCCC(=O)Nc1ccccc1OC	5
CCOc1ccc(S(=O)(=O)N2CCCCC2)cc1NC(=O)CC1OC(=O)c2ccccc21 (stereo not drawn)	12
Cc1cc(C(=O)Nc2ccccc2N2CCOCC2)c(C)o1	2
COc1ccc(CC(=O)NCC(=O)N/N=C/c2sccc2C)cc1	15
CC(C)CN(C(=O)CSc1n[nH]c(-c2cccs2)n1)C1CCS(=O)(=O)C1 (stereo not drawn)	-19
CN(C)c1ccc(C(=O)OCC(=O)NCC2CCCO2)cc1 (stereo not drawn)	-6
CCS(=O)(=O)c1c([N+](=O)[O-])ncn1C	95*

Screens as filed in PubChem BioAssay.
